# NPYLR7 ag: activates Aedes aegypti NPYLR7 receptor. HEK293T NPYLR7/Galpha15, GCaMP6s calcium fluorescence. activation, % at 10 µM. 270,000 tested, 0.15% active. AID 1259423; in the data active = activation above about 40%;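 also: 0% = vehicle and 100% = reference agonist at the receptor; some compounds past the cut are filed as inactive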
# hcGAS lum: blocks human cGAS activity; Q8N884; inhibition, % at 12.5 µM; 290,000 tested, 0.081% active; recombinant h-cGAS, ATP depletion, Kinase-Glo luminescence;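 also: 0% = vehicle reaction and 100% = reaction without DNA for no activity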
# Target sequence (Q8N884 whole entry, looked up): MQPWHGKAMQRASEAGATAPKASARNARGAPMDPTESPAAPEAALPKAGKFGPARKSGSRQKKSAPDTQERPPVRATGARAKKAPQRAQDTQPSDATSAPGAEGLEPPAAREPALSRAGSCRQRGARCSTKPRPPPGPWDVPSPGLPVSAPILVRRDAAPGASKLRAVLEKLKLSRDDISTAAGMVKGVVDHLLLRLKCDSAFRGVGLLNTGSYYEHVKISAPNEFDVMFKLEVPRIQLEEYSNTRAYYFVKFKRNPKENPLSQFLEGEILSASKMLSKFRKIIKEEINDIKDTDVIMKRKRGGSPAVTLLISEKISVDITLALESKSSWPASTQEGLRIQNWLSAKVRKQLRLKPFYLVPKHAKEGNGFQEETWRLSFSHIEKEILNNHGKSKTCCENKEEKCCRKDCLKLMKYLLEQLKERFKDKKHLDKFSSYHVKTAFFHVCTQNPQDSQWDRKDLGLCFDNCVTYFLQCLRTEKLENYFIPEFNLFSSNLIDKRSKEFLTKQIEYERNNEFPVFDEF
# mcGAS lum: inhibitors of mouse cGAS; Q8C6L5; recombinant cGAS, Kinase-Glo ATP depletion luminescence; inhibition, % at 12.5 µM; 160,000 tested, 0.15% active;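 also: 0% = negative control wells and 100% = reference inhibitor with no enzyme activity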
# The depositor's hits bear a star; . = no result given; & = joins results of further samples. Rule as the data show it, unless noted: active = inhibition above about 40%; inactive = the rest.
1	COc1cccc(Cl)c1-c1csc(CN2CCNCC2)c1
2	CC(=O)N1CCC(N2CCC(c3ccccc3Cl)C2)CC1 (configuration not stated)
3	CN(C(=O)Cn1cnc2c(nnn2-c2cccc(F)c2)c1=O)c1ccccc1
4	Cc1ccc(CC(NC(=O)Nc2ccn(C)n2)c2ccccn2)cc1 (configuration not stated)
5	Cc1[nH]nc(-n2cnc3ccccc3c2=O)c1-c1ccc(F)cc1
6	COc1cc(C#N)cc(Cl)c1OCc1ccc(C#N)cc1

Screen / compound no.	1	2	3	4	5	6
NPYLR7 ag	8	2	-5	-3	2	20
hcGAS lum	-6	-6	-8	-2	-7	-7
mcGAS lum	-12	-18	-9	-8	.	-7

7	O=c1cc(-c2ccccc2)[nH]n1-c1c(F)c(F)c(F)c(F)c1F
8	CC(C)(C)c1ccc(CC(=O)N2CCC2(C)C(=O)NC2CCCCCC2)cc1 (configuration not stated)
9	Nc1nc(Cl)cc(Oc2ccc(F)cc2)n1
10	COc1ccc(OC)c(C(=O)N2CCCC(N3CCN(c4ccccc4C)CC3)C2)c1 (configuration not stated)
11	Cc1cc(Oc2cnn(-c3cccc(F)c3)c(=O)c2Nc2cccc(C(=O)O)c2)ccc1Cl
12	Cc1ccn2c(NC(=O)Cc3ccccc3)c(-c3ccccc3C)nc2c1

Screen / compound no.	7	8	9	10	11	12
NPYLR7 ag	5	8	4	-9&29	10	-6
hcGAS lum	-3	-6	-2	3&-1	-2	-12
mcGAS lum	-4	.	-6	.	-4	-10

13	O=C(NC1CC1)c1cc2n(n1)CCN(Cc1ccccc1Cl)C2=O
14	CCn1nc(C)c(Cn2ccnc2-c2ccccc2SC)c1C
15	COc1cccc(C(NC(=O)C2CCN(Cc3ccc(Oc4ccccc4)cc3)CC2)c2ccccn2)c1 (configuration not stated)
16	CC(C)O[C@H]1CN(C(=O)CCC(=O)NC2CCCC2)C[C@@H]1O
17	O=C(N[C@@H]1CCCCC1NC(=O)C1CCCN(C(=O)/C=C/c2ccc([N+](=O)[O-])cc2)C1)c1ccc(F)cc1 (some centres not stated)
18	COc1ccc(NC(=O)Cn2c(-n3nc(C)cc3C)nc(-c3ccccc3)cc2=O)cc1OC

Screen / compound no.	13	14	15	16	17	18
NPYLR7 ag	-1	4	10	27	20	-3
hcGAS lum	-8	-10	-4	-7	-3	-6
mcGAS lum	-5	-16	-2	-11	-7	-7

19	Cc1ccc(S(=O)(=O)N(C)CC(=O)N2CCOCC2)cc1
20	COc1ccnc(NCC2(c3ccccc3)CCC2)n1
21	Cc1ccc(NC(=O)Cn2nc(C(F)(F)F)c(Cl)c2C)cc1C
22	O=C(CC1CCOCC1)Nc1cc(Cl)cc(Br)c1O
23	Cc1ccc2oc(-c3cc(NC(=O)c4ccco4)ccc3Cl)nc2c1
24	O=C(CN1CCCC1)N1N=C(c2ccccc2Cl)CC1c1ccc(Cl)cc1 (configuration not stated)

Screen / compound no.	19	20	21	22	23	24
NPYLR7 ag	-2	-12	1	0	3	0
hcGAS lum	-6	-3	1	-2	-9	-5
mcGAS lum	.	.	-4	-11	-4	-6

25	CCn1c2ccccc2c2cc(/C=N\NC(=O)C(NC(=O)c3ccccc3)c3n[nH]c(=O)c4ccccc34)ccc21 (configuration not stated)
26	O=C(c1cn(C/C=C/c2ccccc2)nn1)N1CCCN(C2CCCC2)CC1
27	Cc1cc(C(=O)N2CC[C@H](O)[C@@H](O)C2)ccc1F
28	CC1CC(=O)Nc2c1c(N)nn2C (configuration not stated)
29	CC(=O)Nc1nc(SCC(=O)N(C)c2ccccc2)[nH]c(=O)c1NC(=O)c1ccccc1
30	O=C(CC(c1ccccc1)c1ccccc1F)N1CCC(CO)CC1 (configuration not stated)

Screen / compound no.	25	26	27	28	29	30
NPYLR7 ag	10	-2	21	-3	-2	6
hcGAS lum	-3	-2	-8	-7	-3	-8
mcGAS lum	-3	-6	-17	.	-6	.

31	CNC(=O)[C@H]1C[C@]2(CCCCN(CCO)C2=O)N(C(=O)OCc2ccccc2)[C@H]1c1ccco1
32	Cc1cc(-n2c(C)cc(C(=O)CN3C(=O)C(=O)N(CCC4=CCCCC4)C3=O)c2C)no1
33	O=C(Cn1nc(-c2ccco2)oc1=O)Nc1cc(Cl)cc(Cl)c1
34	CCCCCCCOc1ccc(C(=O)N2CCC(c3cn(Cc4cccc(F)c4)c4ccccc34)CC2)cc1
35	Cc1ccc(-c2nc3cc(C)ccn3c2NC(=O)CC(C)C)cc1
36	O=C(COc1cccc(Cl)c1)Nc1ccc2[nH]cc(CCN3CCN(c4cccc(C(F)(F)F)c4)CC3)c2c1

Screen / compound no.	31	32	33	34	35	36
NPYLR7 ag	2	2	8	26	-1	-14
hcGAS lum	0	6	-7	0	-7	12
mcGAS lum	-9	3	.	-9	-7	2

37	CCCOCCCNC(=O)c1ccc(-c2cc(-c3ccc(Cl)cc3)[nH]n2)cc1
38	CC(C)(C)OC(=O)NC1CCN(C(=O)c2cc3ccccc3s2)CC1
39	Cn1cc(CN2CCC[C@H]2C(N)=O)c(-c2ccc3c(c2)OCCO3)n1
40	COc1cc(CN2CCCn3cccc3C2c2cccc(F)c2)cc(OC)c1 (configuration not stated)
41	CCc1cc(C(C)Nc2nc(-c3cccnc3)nc3c2CNC3)on1 (configuration not stated)
42	Oc1ccc(-c2nnco2)cc1

Screen / compound no.	37	38	39	40	41	42
NPYLR7 ag	.	0	2	-4	-4	3
hcGAS lum	0	-3	-1	-6	-4	-1
mcGAS lum	1	.	-5	-4	0	0

43	O=C(c1cccs1)N(Cc1cc(Cl)ccc1OS(=O)(=O)c1ccc(F)cc1)C1CC1
44	CCCCNc1nnnc2c1sc1nc(N3CCOCC3)c3c(c12)CC(C)(C)OC3
45	COc1ccc(NC(=O)CSc2nnc(CNC(=O)c3ccccc3C(F)(F)F)n2-c2ccc([N+](=O)[O-])cc2)cc1
46	Cc1c(C(=O)NCc2ccccn2)sc(=O)n1Cc1ccc(C(=O)N(C)C)cc1
47	CN(C)[C@@H]1C[C@@H](CO)N(Cc2ccc(Oc3ccccc3)nc2)C1
48	Cc1ccc(Nc2nc(N3CCN(C(=O)c4ccco4)CC3)nc3[nH]ncc23)cc1

Screen / compound no.	43	44	45	46	47	48
NPYLR7 ag	2	16	-6	-10	6	5
hcGAS lum	-12	-5	-2	1	-7	-7
mcGAS lum	-6	.	.	.	.	.

49	COCCNC(=O)Cc1ccc(NS(=O)(=O)c2ccc(NC(C)=O)cc2C)cc1
50	CCCN(CC(=O)NCC(=O)Nc1ccc(OC)cc1)C(=O)C(CC)c1ccccc1 (configuration not stated)
51	O=C(O)C1CC=C(Cl)CC1C(=O)Nc1cncs1 (configuration not stated)
52	COc1ccc(Br)c(C(=O)N2CCC3(CCc4ccccc43)CC2)c1
53	CCOc1ccc(NC(=S)N(C)Cc2cccs2)cc1
54	Cc1cccc(N2C(=O)C(c3c(C)[nH]n(-c4ccc(Cl)cc4)c3=O)=C([n+]3cc(C)cc(C)c3)C2=O)c1

Screen / compound no.	49	50	51	52	53	54
NPYLR7 ag	-7	0	2	-1	4	0
hcGAS lum	0	0	-11	4	-13	8
mcGAS lum	.	-6	.	.	.	-3

55	Cc1ccc(C2c3cccn3CCCN2Cc2cccs2)cc1C (configuration not stated)
56	COc1ccc(CC(=O)N2CCOC(COCc3c(Cl)cccc3Cl)C2)cc1 (configuration not stated)
57	CS(=O)(=O)c1ccc(CN2C[C@H]3C[C@H](O)[C@H](O)C[C@H]3C2)cc1
58	O=C(CCc1cccnc1)N1CCC(n2cnc3cc(C(F)(F)F)ccc32)CC1
59	c1ccc2cc(NCc3nnc4n3CCCCC4)ccc2c1
60	CCOCCCNC(=O)N1CCn2c(C)ccc2C1C(C)C (configuration not stated)

Screen / compound no.	55	56	57	58	59	60
NPYLR7 ag	28	-4	1	5	6	.
hcGAS lum	-7	-7	2	-4	-4	-16
mcGAS lum	-2	-6	-14	-4	.	-5

61	CCNC12CC3CC(CC(C3)C1)C2
62	Cc1cc2nc(Sc3nnc(C)s3)c3ccccc3n2n1
63	CC1CCCC2(C1)OCC(C(=O)NCC1CCCO1)N2C(=O)C1CC1 (configuration not stated)
64	Cc1ccccc1-c1cccc(C(=O)N2CC3(CCNCC3)CC2C(=O)O)c1 (configuration not stated)
65	COCC1(c2n[nH]c(C3CCOCC3)n2)CCC1
66	CN1CCN(CC2CCC3(CCN(S(=O)(=O)c4ccc(F)cc4F)CC3)O2)CC1 (configuration not stated)

Screen / compound no.	61	62	63	64	65	66
NPYLR7 ag	-3	-3	4	12	.	.
hcGAS lum	-8	-6	-12	0	-15	-8
mcGAS lum	.	.	-4	.	-5	-6

67	CN(CCC1CCOCC1)Cc1cn[nH]c1-c1ccc(-c2ccccc2)cc1
68	COc1cccc(CN2C(=O)/C(=C\C(=O)N3CCCC(C)C3)Sc3ccccc32)c1 (configuration not stated)
69	COc1cccc(-c2nc3c(NCCO)nccc3[nH]2)c1F
70	CNC(=O)c1cccc(NC(=O)c2ccc3c(c2)OCO3)c1
71	CCc1ccccc1NC(=O)c1c(-c2ccccc2Cl)noc1C
72	CC(=O)c1ccc2c(c1)[C@@H]1C=CC[C@@H]1[C@H](c1cc3c(cc1Br)OCO3)N2

Screen / compound no.	67	68	69	70	71	72
NPYLR7 ag	4	.	-3	2	0	11
hcGAS lum	-1	-6	-6	-12	-6	-11
mcGAS lum	.	-6	-7	.	.	-2

73	O=S(=O)(NCc1nnnn1-c1ccc(Cl)cc1)c1ccccc1C(F)(F)F
74	CCOC(=O)CNC(=O)N(CCOC)CC(=O)N(CCc1c[nH]c2ccccc12)Cc1ccc(C)cc1
75	CCN(CC)CCOc1ccc(NC(=O)NC2CCN(C)CC2)cc1
76	CCc1cc2c(=O)c(-c3ccccc3Cl)c(C)oc2cc1OC
77	CC1CCC2(CC1)N=C(c1cccc(F)c1)C(=S)N2 (configuration not stated)
78	CC(c1ccccc1)N(Cc1cccc(F)c1)Cc1nc(C(=O)NCCc2ccccn2)co1 (configuration not stated)

Screen / compound no.	73	74	75	76	77	78
NPYLR7 ag	-1	21	10	-5	4	.
hcGAS lum	3	-3	-2	-6	-5	-3
mcGAS lum	1	-6	.	-8	.	-5

79	COc1ccc(-c2ncc(CN3CCCC(Nc4ccc(F)cc4)C3)cn2)cc1 (configuration not stated)
80	N#Cc1cc([N+](=O)[O-])c[nH]c1=O
81	O=C1NC(=S)NC(=O)C1=Cc1ccccc1OCc1ccc([N+](=O)[O-])cc1
82	COC(=O)Cn1c(C)nc([N+](=O)[O-])c1Br
83	Cc1ccc(-n2c(=O)[nH]c3c(C(N)=O)nc(-c4cccs4)nc32)cc1C
84	O=C(NCCCCCC(=O)N1CCCC1c1nnc2c(C(F)(F)F)cccn12)OCc1ccccc1 (configuration not stated)

Screen / compound no.	79	80	81	82	83	84
NPYLR7 ag	2	-8	-1	5	19	-8
hcGAS lum	-10	-2	-5	-6	-3	-4
mcGAS lum	.	.	-4	.	-8	-3

85	Cc1nnc2ccc(OCCNS(=O)(=O)c3ccc(Cl)cc3)nn12
86	CCOc1ccc(S(=O)(=O)NC(=O)CNC(=O)C(C)CC)cc1 (configuration not stated)
87	CC1C(=O)N(c2ccc(Cl)cc2)CCN1C(=O)c1ccco1 (configuration not stated)
88	CC(C)(C)OC(=O)C[C@@H]1CCN(C(=O)c2ccnc(Cl)c2)C[C@@H]1CCN1CCN(c2ccccn2)CC1

Screen / compound no.	85	86	87	88
NPYLR7 ag	1	7	0	-12
hcGAS lum	-5	-8	-7	-2
mcGAS lum	-9	.	-7	-2

# An excerpt from above in order of heavy-atom count, smallest number first:
80	N#Cc1cc([N+](=O)[O-])c[nH]c1=O
82	COC(=O)Cn1c(C)nc([N+](=O)[O-])c1Br
77	CC1CCC2(CC1)N=C(c1cccc(F)c1)C(=S)N2 (configuration not stated)
87	CC1C(=O)N(c2ccc(Cl)cc2)CCN1C(=O)c1ccco1 (configuration not stated)
86	CCOc1ccc(S(=O)(=O)NC(=O)CNC(=O)C(C)CC)cc1 (configuration not stated)
85	Cc1nnc2ccc(OCCNS(=O)(=O)c3ccc(Cl)cc3)nn12
75	CCN(CC)CCOc1ccc(NC(=O)NC2CCN(C)CC2)cc1
83	Cc1ccc(-n2c(=O)[nH]c3c(C(N)=O)nc(-c4cccs4)nc32)cc1C

Screen / compound no.	80	82	77	87	86	85	75	83
NPYLR7 ag	-8	5	4	0	7	1	10	19
hcGAS lum	-2	-6	-5	-7	-8	-5	-2	-3
mcGAS lum	.	.	.	-7	.	-9	.	-8

81	O=C1NC(=S)NC(=O)C1=Cc1ccccc1OCc1ccc([N+](=O)[O-])cc1
79	COc1ccc(-c2ncc(CN3CCCC(Nc4ccc(F)cc4)C3)cn2)cc1 (configuration not stated)
78	CC(c1ccccc1)N(Cc1cccc(F)c1)Cc1nc(C(=O)NCCc2ccccn2)co1 (configuration not stated)
84	O=C(NCCCCCC(=O)N1CCCC1c1nnc2c(C(F)(F)F)cccn12)OCc1ccccc1 (configuration not stated)
88	CC(C)(C)OC(=O)C[C@@H]1CCN(C(=O)c2ccnc(Cl)c2)C[C@@H]1CCN1CCN(c2ccccn2)CC1

Screen / compound no.	81	79	78	84	88
NPYLR7 ag	-1	2	.	-8	-12
hcGAS lum	-5	-10	-3	-4	-2
mcGAS lum	-4	.	-5	-3	-2
